# Assay outcomes (PubChem BioAssay)
# Wnt act – Wnt/beta-catenin pathway activators, primary screen, cell-based, plate reader, single point. Wnt/beta-catenin reporter cell assay, activator. activation, % at 9.35 µM. 1.2% of 300,000 active. AID 743398, 2014; in the data active = activation above about 30%, passing the limit was not always enough; inconclusive = no clear call, values can overlap the other calls;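 note: 0% = neutral control wells and 100% = positive control wells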
# CDK5 inh – inhibitors of human CDK5/p35 kinase, primary screen, biochemical, single concentration. AID 488839, 2010. 0.01% of 330,000 active. Recombinant CDK5/p35, ADP-Glo luminescence, 60 min. Cyclin-dependent kinase 5 (Homo sapiens) + Cyclin-dependent kinase 5 activator 1 (Homo …. inhibition, % at 10 µM;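 active = highest replicate inhibition of at least 50% and at least 75% of replicates reaching 50%; inconclusive = only one of the two criteria met; inactive = both criteria failed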;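 note: plate controls were DMSO neutral control for no effect and GW8510 at 10 µM for full effect; many of its hits are not listed in these tables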
# HTR5A ag ctr – HTR5A agonists in luminescence cell assay, primary screen, counter-screen for OPRM1-OPRD1 heterodimer agonist project, full-deck HTS | 0.61% of 340,000 active | activation, % at 9.3 µM | cell-based | 5-hydroxytryptamine receptor 5A (Homo sapiens), P47898; in the data active = activation mostly above about 9.5%, no sharp cut-off; inactive = mostly below about 7.6%;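 note: 0% = cells with vehicle only and 100% = reference agonist; strong numbers were not always called active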
# Target sequence (P47898 whole entry, looked up): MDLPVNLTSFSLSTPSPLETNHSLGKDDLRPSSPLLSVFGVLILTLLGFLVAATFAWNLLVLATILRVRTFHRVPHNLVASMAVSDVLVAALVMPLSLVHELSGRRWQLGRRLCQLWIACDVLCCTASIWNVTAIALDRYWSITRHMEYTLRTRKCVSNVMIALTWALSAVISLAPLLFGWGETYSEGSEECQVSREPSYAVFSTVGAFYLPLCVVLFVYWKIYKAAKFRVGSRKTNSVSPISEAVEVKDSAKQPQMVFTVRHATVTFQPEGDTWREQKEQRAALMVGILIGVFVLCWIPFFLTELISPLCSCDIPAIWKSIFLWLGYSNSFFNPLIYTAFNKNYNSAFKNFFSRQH
# dFosB activator – activators of delta FosB homodimer, primary screen, biochemical, fluorescence polarization, TAMRA-CDK5 oligo, single point; Protein FosB (Mus musculus), P13346; purified delta FosB; percent of positive-control signal above neutral wells; activation, % at 25 µM; 0.99% of 340,000 active; AID 493131, 2011;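 active = mean activation above about 17%, with every replicate also reaching it, limit read from the data, passing the limit was not always enough; inconclusive = only one of the two conditions met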;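 note: fluorescence polarization rise as delta FosB binds a TAMRA Cdk5 AP-1 oligo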
# Target sequence (P13346 whole entry, looked up): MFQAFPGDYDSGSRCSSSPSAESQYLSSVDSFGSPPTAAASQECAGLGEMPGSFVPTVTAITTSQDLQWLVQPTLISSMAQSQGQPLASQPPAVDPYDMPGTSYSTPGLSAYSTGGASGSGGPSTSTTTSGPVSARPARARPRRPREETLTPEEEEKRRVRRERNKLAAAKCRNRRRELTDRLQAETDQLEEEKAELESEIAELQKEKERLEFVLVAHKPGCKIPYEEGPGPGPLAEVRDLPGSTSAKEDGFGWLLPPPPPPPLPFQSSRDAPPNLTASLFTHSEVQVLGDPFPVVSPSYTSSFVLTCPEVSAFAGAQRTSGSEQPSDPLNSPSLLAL
# HTR5A inv ctr – HTR5A inverse agonists in luminescence cell assay, primary screen, counter-screen for OPRM1-OPRD1 heterodimer inverse agonist project, full-deck HTS | 5-hydroxytryptamine receptor 5A (Homo sapiens), P47898 | HTR5A cell line, inverse agonism | inhibition, % at 9.3 µM | 0.083% of 340,000 active | AID 504634, 2011; in the data active = inhibition mostly above about 23%, no sharp cut-off; inactive = mostly below about 18%;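 note: 0% = cells with DMSO and 100% = no-cell wells with DMSO; some compounds called inactive have numbers as strong as hits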
# V-ATPase pH – regulators of yeast V-ATPase proton pumping, primary screen, pHLuorin cytosolic pH fluorescence; S. cerevisiae; response, % at 10 µM; 0.37% of 350,000 active; in the data active = response mostly above about 7.3%, no sharp cut-off; inactive = mostly below about 5.4%; note: actives read high; inactives centre near 0; some compounds called inactive have numbers as strong as hits; reference of the scale not given here
# MITF act – activators of MITF-driven TRPM1 promoter reporter, primary screen, cell-based, SK-MEL-5, luciferase, single point | activation, % at 12.5 µM | 0.75% of 300,000 active | SK-MEL-5 TRPM1-promoter luciferase, 24 h; % of positive control, neutral wells = 0 | AID 588334, 2011;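 active = mean activation of at least 80% with every replicate also reaching 80%; inconclusive = mean reaches 80% but some replicate falls short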;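 note: 0% = neutral control wells and 100% = parthenolide positive control wells; values of inactives mirror those of a sister screen read the other way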
# PvdQ acylase – P. aeruginosa PvdQ acylase inhibitors, primary screen, biochemical, fluorescence, plate reader and imaging, single point. inhibition, % at 10 µM. purified PvdQ acylase. 0.063% of 340,000 active. PvdQ acylase [Pseudomonas aeruginosa LESB58]; in the data active = inhibition above about 30%, passing the limit was not always enough; inconclusive = no clear call, values can overlap the other calls;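 note: 0% = vehicle neutral wells and 100% = reference inhibitor wells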
# SR-BI DiI inh – inhibitors of SR-BI mediated HDL lipid uptake, primary screen, ldlA[mSR-BI] cells, fluorescence, single point; Scavenger receptor class B member 1 (Mus musculus), Q61009; 0.96% of 320,000 active; inhibition, % at 12.5 µM; ldlA[mSR-BI] CHO cells, DiI-HDL uptake fluorescence, 3 h; AID 488896, 2010;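 active = mean replicate inhibition of at least 70% and a set share of replicates each scoring 70 or more; inconclusive = meets just one of the two criteria; inactive = fails both criteria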;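 note: 0% = median of neutral control wells and 100% = median of positive control wells; values of inactives mirror those of a sister screen read the other way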
# NSD2 inh – NSD2 histone methyltransferase inhibitors, primary screen, biochemical, AlphaScreen, single concentration, set 2 | inhibition, % at 12.5 µM | Histone-lysine N-methyltransferase NSD2 (Homo sapiens), O96028 | NSD2 peptide methylation, 120 min | 0.54% of 310,000 active; in the data active = inhibition above about 50%
# * hit, by the source's call; u = inconclusive; x = not tested or not shown.
# Start of the listing, in advance (14 entries):
SMILES,Wnt act,CDK5 inh,HTR5A ag ctr,dFosB activator,HTR5A inv ctr,V-ATPase pH,MITF act,PvdQ acylase,SR-BI DiI inh,NSD2 inh
O=C(COC(=O)c1cccc(Br)c1)NCc1ccco1,1,-0.4,2,3,-8,1,1,-14,-3,-7
Cn1c(=O)c2c(ncn2CC(=O)Nc2cccc(S(=O)(=O)Nc3ccccc3F)c2)n(C)c1=O,-2,0.0,x,5,x,0,11,2,3,0
CCOc1ccc(C(=O)N(Cc2ccc(OC)cc2)Cc2cc3cc(OC)ccc3[nH]c2=O)cc1,x,0.2,2,-2,11,5,-14,4,32,0
COC(=O)CCC(=O)OC1(C)C(=O)C=C2C=C(C3CC3)N(C(CO)CO)C=C2C1=O (centres undefined),1,-0.2,19,-2,-12,-1,0,7,-6,x
O=C(Nc1ccc2c(c1)C(=O)OC2)c1ccc(Cl)cc1,8,-0.4,4,-3,-2,-1,30,-6,17,14
CCOc1nc(NC(=O)NS(=O)(=O)c2cccc(Cl)c2)nc(-c2ccccc2)n1,1,-1.6,1,1,-2,-1,14,2,-6,-2
CCOC(=O)c1ccccc1NC(=O)Cc1ccccc1OC,x,-2.6,2,-1,3,-4,-3,-8,5,-2
O=C(NCc1ccco1)c1cc2nc(C3CC3)cc(C(F)(F)F)n2n1,-2,0.1,-1,0,-28,0,-2,10,20,2
COc1ccc([C@@]2(C(C)C)ON(c3ccccc3C(F)(F)F)C2=O)cc1,0,0.5,5,10,-14,2,3,-6,23,x
CC(=O)OC(C(=O)NCc1ccco1)c1ccncc1 (centres undefined),x,0.6,-3,-6,-2,-3,5,-10,-31,x
COc1ccc(N(C)S(=O)(=O)c2cccc(C(=O)OCC(=O)N3CC(C)CC(C)C3)c2)cc1 (centres undefined),-1,-0.3,-1,-7,3,-1,3,1,-6,-3
COc1cc(C(C)=O)ccc1COc1ccc(C(=O)O)cc1OC,0,-0.7,2,1,-7,6,1,-2,-32,x
Fc1cccc(Cc2noc(CN3CCN(c4cnccn4)CC3)n2)c1,-2,-0.4,2,0,-8,-1,0,-10,-5,-2
Cn1c(SCc2n[nH]c(=S)o2)nnc1-c1ccccc1,-3,2.0,0,7,5,3,-3,-9,-13,-8

# All compounds of this part, repeating the preview:
SMILES,Wnt act,CDK5 inh,HTR5A ag ctr,dFosB activator,HTR5A inv ctr,V-ATPase pH,MITF act,PvdQ acylase,SR-BI DiI inh,NSD2 inh
O=C(COC(=O)c1cccc(Br)c1)NCc1ccco1,1,-0.4,2,3,-8,1,1,-14,-3,-7
Cn1c(=O)c2c(ncn2CC(=O)Nc2cccc(S(=O)(=O)Nc3ccccc3F)c2)n(C)c1=O,-2,0.0,x,5,x,0,11,2,3,0
CCOc1ccc(C(=O)N(Cc2ccc(OC)cc2)Cc2cc3cc(OC)ccc3[nH]c2=O)cc1,x,0.2,2,-2,11,5,-14,4,32,0
COC(=O)CCC(=O)OC1(C)C(=O)C=C2C=C(C3CC3)N(C(CO)CO)C=C2C1=O (centres undefined),1,-0.2,19,-2,-12,-1,0,7,-6,x
O=C(Nc1ccc2c(c1)C(=O)OC2)c1ccc(Cl)cc1,8,-0.4,4,-3,-2,-1,30,-6,17,14
CCOc1nc(NC(=O)NS(=O)(=O)c2cccc(Cl)c2)nc(-c2ccccc2)n1,1,-1.6,1,1,-2,-1,14,2,-6,-2
CCOC(=O)c1ccccc1NC(=O)Cc1ccccc1OC,x,-2.6,2,-1,3,-4,-3,-8,5,-2
O=C(NCc1ccco1)c1cc2nc(C3CC3)cc(C(F)(F)F)n2n1,-2,0.1,-1,0,-28,0,-2,10,20,2
COc1ccc([C@@]2(C(C)C)ON(c3ccccc3C(F)(F)F)C2=O)cc1,0,0.5,5,10,-14,2,3,-6,23,x
CC(=O)OC(C(=O)NCc1ccco1)c1ccncc1 (centres undefined),x,0.6,-3,-6,-2,-3,5,-10,-31,x
COc1ccc(N(C)S(=O)(=O)c2cccc(C(=O)OCC(=O)N3CC(C)CC(C)C3)c2)cc1 (centres undefined),-1,-0.3,-1,-7,3,-1,3,1,-6,-3
COc1cc(C(C)=O)ccc1COc1ccc(C(=O)O)cc1OC,0,-0.7,2,1,-7,6,1,-2,-32,x
Fc1cccc(Cc2noc(CN3CCN(c4cnccn4)CC3)n2)c1,-2,-0.4,2,0,-8,-1,0,-10,-5,-2
Cn1c(SCc2n[nH]c(=S)o2)nnc1-c1ccccc1,-3,2.0,0,7,5,3,-3,-9,-13,-8
Cc1cc(C)c2c(N)c(C(=O)C(C)(C)C)sc2n1,1,-0.7,4,-3,-9,3,6,-3,-17,-3
CCC(NC(=O)c1cc(COc2ccc(F)cc2Cl)on1)c1ccncc1 (centres undefined),0,-0.9,-4,-9,-42,-1,17,8,29,-4
CCOc1ccc(NS(=O)(=O)c2ccc(NS(=O)(=O)c3ccccc3)cc2)cc1,x,2.2,2,-7,-1,-1,2,14,-3,-1
CCOC(=O)C1=C(CSc2nc(CC)c(C)cc2C#N)OC(N)=C(C#N)C1c1ccccc1 (centres undefined),x,-0.2,1,-4,-20,1,x,5,22,6
CCOC(=O)CSc1nc2sc(C)c(C)c2c(=O)[nH]1,-2,0.6,0,3,7,-2,7,-8,15,1
CCOC(=O)C1(Cc2cccc(Cl)c2)CCCN(CCO)C1 (centres undefined),-1,-2.8,5,4,2,2,-4,-6,11,4
CCc1ccccc1NC(=O)CCC(=O)OCC(=O)c1ccc(-c2ccccc2)cc1,5,-2.4,-2,-13,6,-2,-2,-10,7,-1
S=C(NCc1cccc(Cl)c1)NC1CCCCC1,x,1.2,1,-2,-3,0,-14,5,-3,-5
Cc1nnc(SCC(=O)N(C)CC(=O)Nc2ccccc2Cl)s1,7,0.4,5,-2,8,1,9,-18,-2,0
CC(C)N(C(=O)c1ccccc1-c1ccccc1)C(C)C,-3,0.4,-2,0,28,-5,-13,-16,-38,-1
O=C(NC1CCCCCCC1)c1cc(F)c(F)cc1Cl,-2,2.3,-4,10,11,-4,68,u,1,3

# (next part)
SMILES,Wnt act,CDK5 inh,HTR5A ag ctr,dFosB activator,HTR5A inv ctr,V-ATPase pH,MITF act,PvdQ acylase,SR-BI DiI inh,NSD2 inh
COc1cccc(-n2c(Cc3cc(=O)[nH]c(=O)[nH]3)nnc2SCc2cccnc2)c1,-6,-0.5,1,-1,-3,-2,-1,-19,0,x
COc1cccc(N=CNc2cccc(OC)c2)c1,21,-0.9,1,-13,-4,-2,31,-1,-15,6
Cc1cccc(N2CCN(CC(=O)N(C3CCCC3)C3CCS(=O)(=O)C3)CC2)c1C (centres undefined),0,0.9,0,-12,1,-4,9,-18,0,4
Cc1ccc(S(=O)(=O)N2CCN(C(=O)COC(=O)CSc3ccccc3)CC2)c(C)c1,-1,-0.1,-3,0,7,-1,3,-11,-14,-2
COCCNC(=O)C1CCC(CNS(=O)(=O)c2ccc3c(c2)CC(C)N3C(=O)C2CC2)CC1 (centres undefined),-2,2.8,12*,-6,17,-2,-2,-14,-6,2
C/C=C/CSc1nc2c(c(=O)[nH]c(=O)n2C)n1Cc1ccc(C)cc1,-6,0.3,0,-12,-23,1,-3,-2,-17,x
CC(=O)N1C(C)(C)CC(=NOS(=O)(=O)c2ccccc2)CC1(C)C,-4,-1.2,1,-4,22,2,-3,-2,-22,-2
CCCCn1c(N)c(N(CC)C(=O)c2ccc3c(c2)S(=O)(=O)c2ccccc2C3=O)c(=O)[nH]c1=O,-4,1.5,1,-2,8,2,x,-12,0,1
O=C(NC1CCCc2ccccc21)N[C@@H](Cc1ccccc1)C(=O)O (some centres undefined),0,-0.5,8,-4,-30,0,-7,-20,-16,1
Cc1ccc(C)c(-c2nnc(NC(=O)c3ccco3)o2)c1,4,-0.2,-4,-19,-6,7,-6,-8,-8,0
O=C(NCC(c1ccc(F)cc1)N1CCOCC1)c1cccnc1Sc1ccc(Cl)cc1 (centres undefined),-4,-0.9,5,4,-14,-1,8,-2,3,-2
Cc1ccc(-n2nc3c(=O)n(CC(=O)NC4CCCCCC4)nc(C)c3c2C)cc1,1,-0.3,-1,-2,-6,-3,-32,5,14,2
Cc1ccc(S(=O)(=O)N2CCCN(S(=O)(=O)C3CCS(=O)(=O)C3)CC2)cc1 (centres undefined),x,0.8,-1,-1,12,2,9,-10,-1,-2
O=[N+]([O-])c1ccc(Cc2ccc([N+](=O)[O-])cc2)cc1,14,-1.0,-3,4,11,-4,-1,8,-3,-6
CC(C)CN1C(=O)NC2(CCCc3ccccc32)C1=O (centres undefined),4,1.4,1,-7,-5,1,-9,-17,11,24
COc1ccc(S(=O)(=O)NCCNC(=O)N2CCOCC2)cc1,-1,0.8,2,0,6,1,-4,3,-4,x
COc1cc(=O)n(C)c2c(OCC3OC(C)(C)OC3(C)C)cccc12 (centres undefined),-1,2.2,3,-9,-14,1,x,17,2,x
O=C(NCC(=O)N1CC(O)CC1C(=O)N1CCCC1C(=O)OCc1ccccc1)OCc1ccccc1 (centres undefined),-1,-0.7,-4,-1,-4,3,-5,-6,-28,-2
CCCCCc1c(C)nc(N2CCc3ccccc3C2)[nH]c1=O,x,-1.4,0,1,-12,4,16,-8,15,-2
CC(=O)Nc1ccc(S(=O)(=O)NCC(=O)OCC(=O)NCc2ccco2)cc1,2,0.2,-7,0,17,-3,-8,-6,-8,3
COc1ccc2nc(NC(=O)C3CCCN(S(=O)(=O)c4c(C)noc4C)C3)sc2c1 (centres undefined),-2,0.9,-3,-10,8,-3,-8,-16,56,x
Cc1ccccc1C(=O)NC(=S)NCc1ccccc1,6,-0.9,2,8,-7,3,8,8,12,-1
